# Calb biofilm kill – kills Candida albicans biofilms | C. albicans biofilm + clotrimazole, Alamar Blue | inhibition, % at 6 µM | 85,000 tested, 0.14% active | AID 834;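 active = inhibition above 20%; inactive = inhibition below 20%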;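 note: preformed 24 hr biofilms exposed to compound for 48 hr; 0% = biofilm without compound and 100% = blank killed by clotrimazole plus chlorhexidine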
# Rev-RRE block – HIV Rev-RRE protein-RNA interaction inhibition | Rev peptide-RRE RNA binding, FRET | P05866 | inhibition, % at 8 µM | 97,000 tested, 0.79% active | AID 704;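 active = inhibition above the screen-wide mean plus 3 SD, cut at about 35% in these data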;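 note: 0% = median DMSO wells and 100% = median Neomycin B control wells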
# Target sequence (P05866 whole entry, looked up): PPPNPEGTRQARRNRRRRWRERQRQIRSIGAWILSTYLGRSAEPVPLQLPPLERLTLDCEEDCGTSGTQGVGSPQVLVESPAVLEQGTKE
#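 Test system – labelled RRE RNA duplex and labelled Rev peptide · Reagent – labelled Rev peptide · Doses – one concentration, 8 µM nominal · Incubation – 5 + 15 min at 25 °C · Signal – FRET fluorescence readout · Read-out basis – % inhibition of FRET ratio versus controls · Control set – DMSO wells as 0% and neomycin B wells as 100% inhibition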
# CYP2C9 activ – increases human cytochrome P450 2C9 activity; AID 1024; activation factor at 5 µM; P11712; recombinant CYP2C9, luciferin-H conversion, luminescence; active compounds read high; factor 1 = untreated enzyme, 0 = blocked; 96,000 tested, 1.4% active;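 active = activation factor of 2 or more for CYP2C9 at a 5 µM dose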;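 note: 0 = sulfaphenazole-blocked wells and 1 = vehicle-only wells; values of inactives mirror those of a sister screen read the other way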
# LYP inh 2 – inhibitors of human LYP (PTPN22) phosphatase; Q9Y2R2; recombinant LYP catalytic domain, DiFMUP fluorescence; inhibition, % at 2 µM; 96,000 tested, 0.21% active;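 active = inhibition at 2 µM at or above a set limit, the screen mean plus 3 SD, cut at about 24% in these data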;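 note: 0% = DMSO with enzyme and 100% = enzyme fully blocked by orthovanadate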
# Target sequence (Q9Y2R2 whole entry, looked up, the tested form may be a part): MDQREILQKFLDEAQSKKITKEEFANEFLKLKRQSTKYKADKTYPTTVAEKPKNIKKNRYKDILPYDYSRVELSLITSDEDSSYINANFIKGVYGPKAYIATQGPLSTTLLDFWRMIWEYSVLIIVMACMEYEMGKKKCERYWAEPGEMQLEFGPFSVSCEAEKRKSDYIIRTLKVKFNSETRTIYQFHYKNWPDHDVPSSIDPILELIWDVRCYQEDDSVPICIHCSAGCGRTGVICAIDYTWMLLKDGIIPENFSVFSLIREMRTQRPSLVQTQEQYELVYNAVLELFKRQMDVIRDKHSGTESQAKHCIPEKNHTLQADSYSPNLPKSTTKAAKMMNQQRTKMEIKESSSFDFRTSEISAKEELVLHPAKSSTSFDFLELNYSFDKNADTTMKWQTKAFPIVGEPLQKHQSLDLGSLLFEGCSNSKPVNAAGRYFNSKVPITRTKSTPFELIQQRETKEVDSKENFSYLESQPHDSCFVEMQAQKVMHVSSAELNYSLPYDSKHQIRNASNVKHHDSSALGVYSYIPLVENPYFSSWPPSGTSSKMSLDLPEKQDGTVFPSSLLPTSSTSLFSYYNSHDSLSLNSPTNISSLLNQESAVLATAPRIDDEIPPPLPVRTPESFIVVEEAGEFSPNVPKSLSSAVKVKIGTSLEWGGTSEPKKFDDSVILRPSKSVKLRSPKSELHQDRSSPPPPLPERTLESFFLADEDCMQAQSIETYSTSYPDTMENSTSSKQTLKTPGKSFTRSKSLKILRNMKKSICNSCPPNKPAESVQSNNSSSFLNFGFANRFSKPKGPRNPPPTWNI
# PLK1 inh – inhibitors of human PLK1 kinase; P53350; recombinant PLK1 kinase, TR-FRET peptide phosphorylation; inhibition, % at 10 µM; 97,000 tested, 0.53% active;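 active = inhibition of 50% or more in the single-concentration screen; inactive = inhibition below 50%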;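 note: 0% = DMSO max control and 100% = H-89 dihydrochloride min control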
# EphB4 antag – antagonists of human EphB4-ephrin-B2 interaction; 97,000 tested, 0.15% active; inhibition, % at 7 µM; P54760; EphB4 LBD / TNYL-RAW-Alexa532 peptide, fluorescence polarization;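 active = inhibition above the screen-wide mean inhibition plus 3 SD, cut at about 15% in these data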;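 note: 0% = DMSO wells and 100% = excess unlabeled TNYL-RAW peptide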
# LYP act – increases human PTPN22 phosphatase activity. recombinant LYP, DiFMUP fluorescence; 0 = plate median, 100 = signal doubled. AID 697. 96,000 tested, 0.11% active. activation, % at 2 µM. Q9Y2R2;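 active = activation at 2 µM above a set limit, the mean plus 5 SD, cut at about 37% in these data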
# CYP2C9 inhib – blocks human cytochrome P450 2C9; P11712; CYP2C9 Supersomes, luciferin-H conversion, luminescence; inhibition, % at 5 µM; 96,000 tested, 20% active;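 active = blocking of liver enzyme CYP2C9 beyond about 50% at 5 µM, limit read from the data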; note: values of inactives mirror those of a sister screen read the other way
# Plk1 PBD FP – Plk1 (human) PBD binding inhibition; P53350; Plk1 PBD phosphopeptide binding, fluorescence polarization; inhibition, %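 (tested at about 20 µM)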; 97,000 tested, 0.13% active; AID 693; in the data active = inhibition above about 34%, passing the limit was not always enough
# Starred values were filed as active, the others as inactive; . = no result given. These rows are one share of the data (hit frequency here may not be typical).
SMILES,Calb biofilm kill,Rev-RRE block,CYP2C9 activ,LYP inh 2,PLK1 inh,EphB4 antag,LYP act,CYP2C9 inhib,Plk1 PBD FP
Cc1cc(C=C2C(=O)N(C)C(=S)N(C)C2=O)c(C)n1C1CCCCC1,.,26,0.7,-11,-7,0,9,25,13
CCC(C)NC(=O)c1c(N)n(CCCOC)c2nc3ccccc3nc12 (configuration not stated),9,21,0.1,6,-7,-8,-7,88*,-10
Cc1nn(C)cc1/C=C1/CC2C3CC=C4CC(O)CCC4(C)C3CCC2(C)C1=O (configuration not stated),3,9,.,2,-7,3,-2,.,1
Cn1c(O)c(C(c2ccccn2)c2c(O)n(C)c(=S)[nH]c2=O)c(=O)[nH]c1=S,.,7,.,9,-2,-3,-8,.,-15
CCCC(C)C1(CC)C(=O)NC(=Nc2ccccc2)NC1=O (configuration not stated),-1,2,.,-8,-14,-5,9,.,-9
Cc1sc2c(c1C)C(c1ccc(C(C)(C)C)cc1)=NCC(=O)N2CC(=O)Nc1nccs1,.,4,0.7,13,-20,-7,-10,28,-15
O=C(CNS(=O)(=O)c1cccs1)N1CCC2(CC1)OCCO2,8,2,1.1,-6,-7,-7,4,-10,1
CN(C)C(=O)NC(O)C(Cl)(Cl)Cl (configuration not stated),3,1,0.3,-2,-2,-4,2,75*,5
COc1ccc(-n2c(=O)[nH]c3ccccc3c2=O)c(OC)c1,-4,6,0.9,-2,-6,5,1,5,-27
C[N+]12CN3CN(CN(C3)C1)C2,15,2,1,-10,-3,-2,9,1,-6
CCC1(CC)C(=O)NC(=Nc2cccc(C(F)(F)F)c2)NC1=O,-2,0,1.1,0,-12,1,2,-10,10
COc1ccc(Cn2c(O)c(C=NCCN3CCOCC3)c(=O)[nH]c2=O)cc1,.,7,1.1,5,-5,8,-6,-7,-7
N/C(=N\N=C\c1ccc(O)cc1O)N[N+](=O)[O-],1,12,1.1,-3,12,2,5,-5,8
C=CCn1c(O)c(C=Nc2ccc(N(CC)CC)cc2)c(=O)[nH]c1=O,0,56*,1.1,-25,-1,-1,27,-8,-2
O=C(N/N=C1/CN2CCC1CC2)c1cc2ccccc2cc1O,2,11,1,0,-12,11,0,-4,-3
N[C@@H](Cc1c[nH]c2ccccc12)c1nnc(SCc2ccc(F)cc2)o1,0,5,0.9,12,-2,-1,-9,12,16
O=c1[nH]c(=O)n(CCC2=CCCCC2)c(O)c1C=NCc1cccnc1,7,-5,1,-4,-5,-2,2,2,10
C=CCn1c(O)c(C(C)=NCCC2=CCCCC2)c(=O)[nH]c1=O,6,13,0.8,0,15,-12,2,19,2
CCC(=NCCCO)c1c(O)n(-c2ccc(OC)cc2)c(=O)[nH]c1=O,11,11,1,3,-7,1,-3,-3,-2
COC(=O)C(O)(c1c(C)[nH]n(-c2ccccc2)c1=O)C(F)(F)F (configuration not stated),4,1,0.5,2,-9,-5,-4,46,-1
O=c1c2ccccc2nc(-c2ccc(Cl)cc2Cl)n1-c1ccncc1,.,2,0.8,4,1,9,0,17,-2
CCC(=NCCN1CCCCC1)c1c(O)n(C)c(=O)n(C)c1=O,0,9,1.2,2,0,9,-3,-20,-21
CC(Cc1ccccc1)[n+]1cc(/N=C(\[O-])N(C)C)on1 (configuration not stated),0,-4,0.8,4,-3,-1,-3,20,-10
CCCC1=C(C(=O)OCC)C2(C(=O)Nc3ccccc32)C(C#N)=C(N)O1 (configuration not stated),7,1,0.9,-7,-12,3,3,12,9
O=c1c2ccccc2[nH]c(=S)n1-c1ccc2c(c1)OCO2,2,8,0.2,0,-1,2,-2,83*,18

# (more compounds)
SMILES,Calb biofilm kill,Rev-RRE block,CYP2C9 activ,LYP inh 2,PLK1 inh,EphB4 antag,LYP act,CYP2C9 inhib,Plk1 PBD FP
C=CCn1c(O)c(C(CC)=Nc2ccc(N(CC)CC)cc2)c(=O)[nH]c1=O,.,1,1,-3,-11,-2,1,2,-14
O=c1[nH]c(=O)n(CCc2ccccc2)c(O)c1C=NCc1ccc2c(c1)OCO2,6,3,0.8,-5,-12,-2,6,25,-4
CCN1CCN(Cc2nnnn2C(C)(C)C)CC1,-1,0,1,-6,-6,-14,5,-1,2
Cc1ccc(C2(O)CCN3CCCCC32)cc1 (configuration not stated),.,4,1.1,4,-7,-5,-5,-14,16
N=C1c2ccccc2CN1NC(=O)c1ccc(F)cc1,.,6,0.7,-3,-14,2,5,26,-1
Cc1nn(Cc2ccccc2Cl)c(Cl)c1C(=O)OCC(=O)NCc1ccco1,4,-3,1,-2,-2,1,6,-5,-33
CN1C2CCC1CC(OC(=O)c1ccc(Cl)cc1)C2 (configuration not stated),3,8,0.5,-6,-1,3,4,45,-10
CN(C)C(Cc1ccccc1)C(=O)c1ccc(-c2ccccc2)cc1 (configuration not stated),.,7,0.3,-3,-14,-1,0,74*,12
COCCCN1CCN(c2nnc3n2-c2sc(Br)cc2C(c2ccccc2Cl)=NC3)CC1,.,-2,0.7,-12,-10,-1,15,27,-3
C=CCn1c(O)c(C(C)=NCc2ccco2)c(=O)[nH]c1=O,1,13,0.7,4,-9,3,-1,27,11
CCCCn1c(=O)c(C(=O)Nc2cnccn2)c(O)c2ccccc21,0,0,0.9,0,-24,-6,0,5,-29
CC(Cc1ccccc1)[n+]1cc(/N=C(\[O-])Nc2ccccc2)on1 (configuration not stated),3,4,0.3,13,1,-1,-11,72*,24
CC(C)(C)NC(=O)Cn1cc(C(=O)c2ccccc2F)c2ccccc21,6,6,0.6,-1,-7,-5,4,38,-15
Cc1cc(OCC(=O)O)c2c3c(c(=O)oc2c1)CCCC3,7,-2,0.9,-8,-9,3,8,9,-11
CCC(=NCCN1CCOCC1)c1c(O)n(-c2ccccc2C)c(=O)[nH]c1=O,7,10,1,-1,-3,3,0,3,11
COc1ccc(C2SCC(=O)Nc3c2c(=O)[nH]n3C2CCCCC2)cc1 (configuration not stated),2,1,1.1,2,-18,-4,-4,-7,8
Cn1c(O)c(C(=N)COc2cccc(Cl)c2)c(=O)n(C)c1=O,.,3,1,-16,-7,-4,13,4,-9
Cc1ccc(S(=O)(=O)N2CC3CC(C2)c2cccc(=O)n2C3)cc1 (configuration not stated),6,6,1,-11,-10,-1,16,2,-9
CCCCCCn1c(O)c(C=NCCN2CCCCC2)c(=O)[nH]c1=O,-1,9,0.9,1,-8,8,-1,8,-9
C=CCN1C(=O)CSc2ccc(C(=O)N3CCC4(CC3)OCCO4)cc21,0,5,1.2,-4,-8,-5,1,-24,-12
CCOC(=O)c1c(/N=C/c2c(O)n(-c3ccc(F)cc3)c(=S)[nH]c2=O)sc2c1CCCC2,.,17,0.6,13,12,1,-16,37,0
COc1cc(CN2CCN(C(=O)COc3ccccc3)CC2)cc(OC)c1OC,10,3,0.9,2,-7,8,-4,9,-12
Cc1ccc(Cc2c(C)nc3nc(SCC(=O)N4CCC5(CC4)OCCO5)nn3c2C)cc1,6,6,0.4,7,1,3,-6,65*,18
O=c1[nH]c(=O)n(-c2cccc3ccccc23)c(O)c1C=NCCCn1ccnc1,2,4,0.3,9,-1,3,-7,75*,21
CCCCn1c(O)c(C(C)=NCCc2ccccc2)c(=O)[nH]c1=O,7,13,0.3,1,29,-4,-3,69*,-14

# Next part
SMILES,Calb biofilm kill,Rev-RRE block,CYP2C9 activ,LYP inh 2,PLK1 inh,EphB4 antag,LYP act,CYP2C9 inhib,Plk1 PBD FP
C=CCN(CC=C)Cc1c[nH]c2ccccc12,.,8,1,-4,-10,2,1,-2,33
CC1(C)C2CC=C(CN3CCC(O)CC3)C1C2 (configuration not stated),2,-1,0.9,-7,-12,-7,3,13,4
CN(C=O)CP(=O)(O)CN(C)C=O,-5,7,1,4,6,4,-5,1,6
COc1ccc2[nH]c(C)c(CCN3CCC(=O)C(C)C3C)c2c1 (configuration not stated),-7,-4,0.5,.,83*,1,.,51*,14
O=C1CCCN1C(=O)c1cncc(Br)c1,10,7,0.6,-3,-9,0,3,37,33
O=C(Cc1ccccc1)Oc1ccc(N2C(=O)C3CCCCC3C2=O)cc1 (configuration not stated),2,3,.,-10,-7,5,2,.,6
O=P(Nc1c(Cl)cccc1Cl)(c1ccccc1)c1nc2c(s1)CCCC2 (configuration not stated),2,5,1,5,-6,1,-3,-1,0
O=C(C1CC(=O)N(C2CCCC2)C1)N1CCC2(CC1)OCCO2 (configuration not stated),9,2,0.9,-3,2,-3,1,10,-15
N[C@@H](Cc1c[nH]c2ccccc12)c1nnc(SCc2ccccc2)o1,.,0,0.7,-5,-8,-8,4,32,-4
CCN(CC)CCN=Cc1c(O)n(CCc2ccccc2)c(=O)[nH]c1=O,-2,14,1,0,-8,1,-2,4,-32
CN(C)CCCN=Cc1c(O)n(CCc2ccccc2)c(=O)[nH]c1=O,8,24,0.9,-2,5,1,4,14,-28
C=CCOC(=O)C1=C(C)OC(N)=C(C#N)[C@@]12C(=O)N(CC(N)=O)c1ccccc12,7,-4,0.9,1,-7,-7,-2,9,-3
O=P(OCC(F)(F)C(F)F)(N1CCCCC1)N1CCCCC1,6,-2,1.1,5,0,-3,-2,-10,-2
Cc1c(C(=O)N2CCC3(CC2)OCCO3)sc2ncnc(N(C)c3ccccc3)c12,8,7,0.3,-11,-4,10,8,73*,6
Nc1ccc(N2CCN(Cc3ccccc3Cl)CC2)c(Cl)c1,3,6,0.1,2,-8,1,-4,86*,0
O=C1NC(=O)C(Cc2cccs2)C(=O)N1,.,9,1.2,4,-10,-1,-8,-18,8
CCCCCSc1cc(OC)c(CCN)cc1OC,.,3,0.5,2,-8,-8,0,45,35
COc1ccc(CCC(=O)N2CCC3(CC2)OCCO3)cc1,0,7,0.9,5,-8,0,-7,6,-7
CC(=Nc1c(C)n(C)n(-c2ccccc2)c1=O)c1c(O)n(Cc2ccccc2)c(=O)[nH]c1=O,13,7,1.2,9,-7,-1,-9,-24,-10
COc1cc(Br)cc(CN2CCN(C)CC2)c1O,-1,3,1.1,13,-2,8,-14,-7,42
CN1CCN(Cc2nc3ccccc3n2C)CC1,2,4,1,13,-4,1,-13,3,-9
CNCCc1nc(N)n[nH]1,7,3,1.1,0,-10,-4,1,-9,8
O=C(O)CP(=O)(O)c1ccc(Cl)cc1,.,4,1.1,6,-7,-2,-6,-6,15
COc1ccc(CCNCc2ccccc2F)cc1OC,9,5,.,1,-5,7,-2,.,-9
CN(C)CCc1nn[nH]n1,12,9,.,-3,-3,7,0,.,8
CC(=NCc1ccc(F)cc1)c1c(O)n(C)c(=O)n(C)c1=O,5,-1,0.9,1,-2,3,-2,12,-13
CCC(=NCCc1c[nH]c2ccccc12)c1c(O)n(C)c(=O)n(C)c1=O,0,5,0.5,2,-5,4,-2,50*,-12
CCOc1ccc(N=Cc2c(O)n(C(C)(C)C)c(=O)[nH]c2=O)cc1,6,6,0.9,8,-14,-1,-6,7,1
N#Cc1ccc(Cn2cc(C(=O)c3ccco3)c3ccccc32)cc1,4,11,0.2,-6,-11,5,6,77*,-12

# Looked up by compound from the list above:
SMILES,Calb biofilm kill,Rev-RRE block,CYP2C9 activ,LYP inh 2,PLK1 inh,EphB4 antag,LYP act,CYP2C9 inhib,Plk1 PBD FP
CN(C=O)CP(=O)(O)CN(C)C=O,-5,7,1,4,6,4,-5,1,6
CCOc1ccc(N=Cc2c(O)n(C(C)(C)C)c(=O)[nH]c2=O)cc1,6,6,0.9,8,-14,-1,-6,7,1
COc1ccc(CCC(=O)N2CCC3(CC2)OCCO3)cc1,0,7,0.9,5,-8,0,-7,6,-7
COc1ccc(CCNCc2ccccc2F)cc1OC,9,5,.,1,-5,7,-2,.,-9
CN1CCN(Cc2nc3ccccc3n2C)CC1,2,4,1,13,-4,1,-13,3,-9

# Assay outcomes: PubChem, several laboratories
